hiPSC survival – enhancers of human iPSC single-cell survival; hiPSC single-cell survival, ATPlite luminescence; 100% = ROCK inhibitor wells, 0% = DMSO; survival enhancement, % at 20 µM; 0.044% of 360,000 active; in the data active = survival enhancement above about 18%;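 note: cells exposed to compounds for 16 hours before the ATP read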
N-glyco inh – blocks N-linked glycosylation in D54 reporter cells. reporter increase, % at 12.5 µM. D54 ERlucT glycosylation luciferase reporter, 24 h; percent of 100 nM tunicamycin response. 0.23% of 360,000 active;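 active = mean luciferase reporter signal, scaled so untreated is 0 and the glycosylation-blocking control 100, at or above a set limit in every replicate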;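 note: luciferase carries N-glycosylation sites so blocking glycosylation raises the light; 0% = median of neutral control wells and 100% = median of 100 nM tunicamycin wells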
Granule exo inh – blocks lytic granule exocytosis; TALL-104 LAMP-1 surface exposure, flow cytometry; cells stimulated with thapsigargin and PMA; inhibition, % at 10 µM; 0.66% of 360,000 active; AID 651702;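 active = inhibition above about 55%, limit read from the data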
ABCB6 inh 2 – human ABCB6 transporter inhibition. fluorescence ratio to DMSO, % at 10 µM. K562-ABCB6 porphyrin accumulation, flow cytometry, 1 h; stronger effect = lower value. 0.19% of 360,000 active. Q9NP58;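 active = fluorescence ratio to DMSO below 75%, the collection mean minus 3 SD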;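 note: signal is porphyrin accumulated inside mitochondria; 100% equals median channel fluorescence of DMSO control wells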
CaV13 ICDI inh – Disruptors of the CACNA1D IQ motif to Ca2+-dependent inactivation inhibitor domain association, primary screening, Förster resonance energy transfer in intact living …; 0.098% of 340,000 active; AID 743397; HEK cells, CFP/YFP FRET ICDI-IQ, plate reader, 10 min; percent FRET-ratio fall versus neutral wells; inhibition, % at 12.3 µM;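 active = mean replicate inhibition of at least 30% and at least 1% of replicates passing that level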;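 note: 0% = median of the neutral control wells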
aDG glyco up – alpha-DG glycosylation activation. Pro5-aDG cells, alpha-DG glycosylation AlphaScreen (IIH6); 0% Pro5, 100% B10-LARGE cell signal. activation, % at 10 µM. 0.22% of 360,000 active;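 active = activation of at least 8% versus controls, or a plate z-score of at least 8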;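 note: Pro5 are CHO cells carrying HIG-tagged alpha-DG that lacks glycosylation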
PDI turbidity – inhibitors of human protein disulfide isomerase; P07237; PDI insulin aggregation turbidity, A650, 90 min; inhibition, % at 10 µM; 0.052% of 350,000 active;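 active = mean inhibition across replicates of 30% or more, whatever share of single replicates reach that level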;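 note: absorbance from insulin aggregation driven by PDI reduction with DTT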
Target sequence (P07237 whole entry, looked up): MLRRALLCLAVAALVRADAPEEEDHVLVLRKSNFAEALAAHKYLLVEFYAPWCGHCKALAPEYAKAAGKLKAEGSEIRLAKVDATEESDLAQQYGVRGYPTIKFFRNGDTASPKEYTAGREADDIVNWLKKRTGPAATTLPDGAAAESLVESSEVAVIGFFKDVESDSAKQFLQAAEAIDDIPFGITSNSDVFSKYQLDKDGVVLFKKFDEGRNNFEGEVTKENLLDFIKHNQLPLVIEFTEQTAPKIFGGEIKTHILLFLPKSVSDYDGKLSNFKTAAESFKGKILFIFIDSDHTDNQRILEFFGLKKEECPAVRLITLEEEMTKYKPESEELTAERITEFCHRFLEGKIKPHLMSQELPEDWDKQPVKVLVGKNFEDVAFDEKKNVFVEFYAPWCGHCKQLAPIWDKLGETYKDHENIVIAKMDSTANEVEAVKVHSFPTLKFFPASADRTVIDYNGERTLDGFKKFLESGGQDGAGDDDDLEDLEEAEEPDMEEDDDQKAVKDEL
H9c2 protect – protects H9c2 cardiomyocytes from peroxide injury. H2O2 injury protection, ATPLite, 2 h. protection from H2O2 cell death, % at 20 µM. 0.63% of 360,000 active. AID 588492;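 active = compounds giving at least 50% protection of heart cells from peroxide-induced death in the single-dose screen, raw or plate-pattern-corrected value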;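 note: 0% = DMSO wells with peroxide and 100% = DMSO wells without peroxide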
m5-HT2A agonist – activates the mouse 5-HT2A serotonin receptor | CHO-K1 mHTR2A beta-arrestin complementation, luminescence; percent of 30 µM serotonin response | P35363 | 0.66% of 360,000 active | activation, % at 7.6 µM | AID 624169;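 active = activation above a run cutoff, the mean activation of all tested compounds plus 3 SD, cut at about 14% in these data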;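 note: 0% = plate median of compound wells and 100% = 30 µM serotonin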
Target sequence (P35363 whole entry, looked up): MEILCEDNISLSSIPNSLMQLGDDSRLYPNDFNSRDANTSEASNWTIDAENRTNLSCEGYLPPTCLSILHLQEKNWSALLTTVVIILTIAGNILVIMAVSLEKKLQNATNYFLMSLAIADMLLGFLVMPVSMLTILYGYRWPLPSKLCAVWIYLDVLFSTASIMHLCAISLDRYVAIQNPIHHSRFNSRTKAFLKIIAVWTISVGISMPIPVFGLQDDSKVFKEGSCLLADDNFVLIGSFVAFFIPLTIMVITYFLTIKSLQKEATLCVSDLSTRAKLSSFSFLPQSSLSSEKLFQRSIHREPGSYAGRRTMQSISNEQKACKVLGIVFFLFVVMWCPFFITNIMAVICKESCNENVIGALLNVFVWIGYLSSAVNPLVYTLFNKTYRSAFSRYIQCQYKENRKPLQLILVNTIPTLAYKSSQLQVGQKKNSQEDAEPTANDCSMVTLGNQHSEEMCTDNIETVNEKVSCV
Vif imaging – HIV Vif inhibition; HEK293T cells, Vif self-association by quenched fluorescence, imaging, 24 h; inhibition, % at 7.49 µM; 0.35% of 340,000 active; in the data active = inhibition above about 50%, passing the limit was not always enough; note: some results filed as inactive read as strong as hits
* hit, by the source's call; x = not tested or not shown.

SMILES	hiPSC survival	N-glyco inh	Granule exo inh	ABCB6 inh 2	CaV13 ICDI inh	aDG glyco up	PDI turbidity	H9c2 protect	m5-HT2A agonist	Vif imaging
CCOC(=O)c1ccc(NC(=O)COc2ccc(CNC3CCCCC3)cc2OC)cc1	-2.2	-5	60*	101	-19	4.4	-8	-9	-8	2
O=S(=O)(c1cccc(C(F)(F)F)c1)N1CCC(c2cc(-c3cccc4ccccc34)n[nH]2)CC1	-3.3	-3	-1	97	x	0.4	4	-26	-3	15
Cc1ccc(CN2C(=O)[C@H]3Cc4c([nH]c5ccccc45)C(C)(C)N3C2=O)cc1	6.6	-2	6	88	-4	0.3	-2	10	-4	8
CCc1ccc(Nc2ncc3c(n2)CC(c2ccco2)CC3=O)cc1 (stereo not given)	0.8	0	-4	88	-4	-0.1	-4	-2	-1	-6
C[C@@H]1CN([C@@H](C)CO)C(=O)CCCn2nncc2CO[C@H]1CN(C)S(=O)(=O)c1ccc2c(c1)OCCCO2	-1.1	2	-6	89	-4	-0.2	1	-2	-1	-5
Cc1cn([C@H]2C[C@H](O)[C@@H](CCC(=O)NCC(c3ccccc3)c3ccccc3)O2)c(=O)[nH]c1=O	0.7	-2	1	95	-3	0.2	x	3	3	3
CCC1CCCCN1c1cc(C)nc2cc(-c3cccc(C)c3)nn12 (stereo not given)	1.4	-4	12	86	1	0.3	11	-10	-6	-6
CN(C1CCCCC1)S(=O)(=O)c1ccc(NC(=O)c2ccco2)cc1	-1.9	-3	-1	84	-2	1.3	-3	-3	-5	-2
Cc1cccc(-n2c(C)nc3cc(C(=O)N4CCOCC4)ccc32)c1	0.3	3	10	108	-7	-0.2	-2	-1	-1	-2
Clc1ccccc1-c1cc(COc2ccc3ccccc3c2)no1	-2.9	1	-1	100	-5	0.0	-9	-11	5	-3
O=C(CSc1nc2ccccc2[nH]1)N1CCCCC1	-2.1	-5	-2	97	-8	0.2	3	-5	-7	-6
Cc1cc(=O)oc2cc(OCC(=O)NCCc3c[nH]c4ccc(F)cc34)ccc12	-0.6	1	0	89	-3	0.0	-1	-3	-7	-1
COc1ccc(CN2CCN(C(=O)c3ccc(S(=O)(=O)NCc4ccco4)cc3)CC2)cc1F	-0.4	4	5	98	-5	0.0	0	-5	-2	-18
CN(C)S(=O)(=O)c1ccc(NC(=O)COC(=O)CC2CC3CCC2C3)cc1 (stereo not given)	-0.1	2	0	92	1	-0.4	-2	-13	-3	-13
CCCCCCn1c(=O)n2n(c1=O)[C@@H]1CN(S(=O)(=O)c3ccc(C)cc3)C[C@]1(O)[C@@H](OC(=O)NCc1ccccc1)C2	1.8	24	9	98	-7	0.2	2	0	6	6
Cc1cn([C@H]2C[C@H](O)[C@@H](CNCc3cccc(OC4CCCC4)c3)O2)c(=O)[nH]c1=O	-2.0	2	8	95	-6	0.0	-16	-5	-5	-1
COc1ccccc1C1=CC(=O)C[C@H](c2ccc3c(c2)OCO3)C1	-1.1	11	11	101	-10	0.1	-4	-3	-3	1
CCOc1c2ccc(C(=O)NCc3ccc(OC)cc3)cc2nn1CCOC	-2.3	2	-2	104	-11	0.0	-4	7	-4	0
Cc1cc(-c2ccc(Cl)cc2)n2nc(C)cc2n1	-0.5	0	-6	97	-3	0.2	-2	-8	1	0
Cc1nc(-c2ccccc2)sc1C(=O)/C=C/N(C)C	0.1	-1	-2	99	-3	-0.1	11	-11	-6	-11
CC(=O)C1=C(C)N=c2s/c(=C/c3ccc4c(c3)OCO4)c(=O)n2C1c1ccc(N(C)C)cc1 (stereo not given)	-0.5	1	-3	195	-2	-0.5	12	0	0	7
O=[N+]([O-])c1cc(Cl)c(O)c2ncccc12	-0.6	3	0	101	-5	0.3	3	13	-7	11
Cn1c(N)c(C(=O)COC(=O)COc2ccccc2Cl)c(=O)n(C)c1=O	-0.4	1	1	97	-6	2.0	-8	0	10	-16
Oc1ccc2ccccc2c1/C=N/n1cnnc1	-2.7	3	3	95	-4	0.1	-17	7	4	-4
CCOC(=O)c1sc(N)c(C#N)c1COC(=O)CNC(=O)c1cc(OC)c(OC)c(OC)c1	1.5	0	4	101	-4	0.0	1	28	2	-1
Cc1c(N=Cc2ccc(Cl)o2)c(=O)n(-c2ccccc2)n1C	4.1	-1	-2	97	-8	0.1	-6	6	2	-2
CCOC(=O)c1sc(NC(=O)c2cccs2)nc1C	-3.5	-4	-3	100	-7	-0.1	-3	-14	-1	-2
COc1cc(Cl)c(C)cc1NC(=O)COC(=O)CCc1nc2ccccc2c(=O)[nH]1	-0.3	3	-3	102	-5	0.0	5	19	8	3
CC1=NN(c2nc3ccccc3[nH]2)C(=O)/C1=C/N(C)C	-0.7	-8	-2	97	x	0.0	0	-17	0	-4
Cc1nnc(SCc2ccccc2CSc2nnc(C)s2)s1	-0.5	-2	0	94	-5	0.0	0	-5	0	-2
O=C(CC(SCc1ccco1)c1ccc(O)cc1)c1cccs1 (stereo not given)	-3.7	1	-4	97	-6	0.3	-5	-23	-5	x
CN(C)/C=C(\C=N\OCc1ccc(Cl)cc1Cl)C(=O)Nc1ccc(Cl)c(Cl)c1	0.9	1	3	96	-8	-0.1	0	-19	1	6
CN(C(=O)CN1C(=O)NC2(CCCc3ccccc32)C1=O)C1CCCCC1 (stereo not given)	-1.3	-1	-11	99	-2	-0.1	-2	2	2	x
CC(=O)Nc1ccc(S(=O)(=O)NC2(C(F)(F)F)NC(=O)N(c3ccc(C)cc3)C2=O)cc1 (stereo not given)	0.2	-1	-6	94	x	-0.2	5	0	-2	0
CC(C)(C)N1CSC(=S)N(Cc2ccccc2)C1	-0.7	-5	0	100	-7	-0.1	4	-6	0	18
Cc1ccc(C)c(C(C)NC(=O)C2CCCO2)c1 (stereo not given)	-0.7	0	5	97	28	0.0	0	3	0	0
C[n+]1cccc(C(=O)[O-])c1	-1.8	-1	-4	99	-5	0.1	6	1	-1	-4
O=C(NC(=S)NCCC1=CCCCC1)c1cccnc1	0.8	-1	2	95	1	0.0	-2	-14	-2	-3
Cc1cccc(-n2c(=S)[nH]c3sc4c(c3c2=O)CCc2ccccc2-4)c1	-1.2	1	-1	99	-5	-0.8	-2	17	1	-2
CCCn1c(=O)c(C(=O)Nc2ccccc2C(=O)OC)c(O)c2ccccc21	4.9	0	2	103	x	0.6	-6	8	8	-7
CC(C)(C)NC(=S)NNC(=O)c1ccc2ncccc2c1	-0.4	0	1	101	2	-0.3	4	-12	-11	1
O=c1cc(SCc2ccccc2)nc[nH]1	-2.3	1	9	96	-10	0.3	-1	6	0	38
CC1=Nn2c(nnc2-c2cc(-c3ccccc3)n[nH]2)SC1	-0.9	2	1	101	-5	0.0	1	3	6	-2
CCOc1cc(/C=N\n2nnnc2N)ccc1O	1.3	0	-3	97	-16	-0.1	8	9	3	4
CCOC(=O)c1cnc(Nc2nc3ccccc3o2)nc1CN1CCN(C)CC1	-0.8	-4	4	102	-4	-0.2	10	60*	6	17
O=C1CSC(c2cccnc2)N1Cc1ccc(Cl)cc1 (stereo not given)	0.6	1	0	95	-5	0.0	10	0	-1	2
Cn1nnnc1Sc1ncnc2scc(-c3cccc4c3sc3ccccc34)c12	-2.3	-3	-2	96	-5	1.2	-5	-5	-9	-2
CC(Sc1nc(-c2ccccc2)cs1)C(=O)Nc1ccc(Cl)cn1 (stereo not given)	-1.6	-2	-1	97	-3	-0.2	3	5	-4	1
O=C1NCCCCC1NS(=O)(=O)c1cccc2ccccc12 (stereo not given)	0.2	2	-1	94	-5	-0.2	4	2	1	0
Cc1nc(Nc2ccc(Cl)c(Cl)c2)sc1C(/C=C/c1ccc2c(c1)OCO2)=NNc1ccc([N+](=O)[O-])cc1[N+](=O)[O-]	-0.7	0	6	95	-8	-0.7	-6	-1	-2	26

Nothing new here: 14 of the compounds above.
SMILES	hiPSC survival	N-glyco inh	Granule exo inh	ABCB6 inh 2	CaV13 ICDI inh	aDG glyco up	PDI turbidity	H9c2 protect	m5-HT2A agonist	Vif imaging
Cc1ccc(C)c(C(C)NC(=O)C2CCCO2)c1 (stereo not given)	-0.7	0	5	97	28	0.0	0	3	0	0
C[n+]1cccc(C(=O)[O-])c1	-1.8	-1	-4	99	-5	0.1	6	1	-1	-4
O=C(NC(=S)NCCC1=CCCCC1)c1cccnc1	0.8	-1	2	95	1	0.0	-2	-14	-2	-3
Cc1cccc(-n2c(=S)[nH]c3sc4c(c3c2=O)CCc2ccccc2-4)c1	-1.2	1	-1	99	-5	-0.8	-2	17	1	-2
CCCn1c(=O)c(C(=O)Nc2ccccc2C(=O)OC)c(O)c2ccccc21	4.9	0	2	103	x	0.6	-6	8	8	-7
CC(C)(C)NC(=S)NNC(=O)c1ccc2ncccc2c1	-0.4	0	1	101	2	-0.3	4	-12	-11	1
O=c1cc(SCc2ccccc2)nc[nH]1	-2.3	1	9	96	-10	0.3	-1	6	0	38
CC1=Nn2c(nnc2-c2cc(-c3ccccc3)n[nH]2)SC1	-0.9	2	1	101	-5	0.0	1	3	6	-2
CCOc1cc(/C=N\n2nnnc2N)ccc1O	1.3	0	-3	97	-16	-0.1	8	9	3	4
CCOC(=O)c1cnc(Nc2nc3ccccc3o2)nc1CN1CCN(C)CC1	-0.8	-4	4	102	-4	-0.2	10	60*	6	17
O=C1CSC(c2cccnc2)N1Cc1ccc(Cl)cc1 (stereo not given)	0.6	1	0	95	-5	0.0	10	0	-1	2
Cn1nnnc1Sc1ncnc2scc(-c3cccc4c3sc3ccccc34)c12	-2.3	-3	-2	96	-5	1.2	-5	-5	-9	-2
CC(Sc1nc(-c2ccccc2)cs1)C(=O)Nc1ccc(Cl)cn1 (stereo not given)	-1.6	-2	-1	97	-3	-0.2	3	5	-4	1
O=C1NCCCCC1NS(=O)(=O)c1cccc2ccccc12 (stereo not given)	0.2	2	-1	94	-5	-0.2	4	2	1	0

Carrying on.
SMILES	hiPSC survival	N-glyco inh	Granule exo inh	ABCB6 inh 2	CaV13 ICDI inh	aDG glyco up	PDI turbidity	H9c2 protect	m5-HT2A agonist	Vif imaging
CCCN1CCN(C(=O)Nc2ccc(OCC)cc2)CC1	0.6	3	3	91	-6	0.7	4	0	-3	4
Nc1ncnc2c1ncn2[C@@H]1O[C@H](CNC(=O)[C@@H]2CCC(=O)N2)[C@@H](O)[C@H]1O	-0.1	1	-2	100	x	-0.2	-2	-2	4	x
N#CC1=C(N)C(C#N)(C#N)C(c2cccnc2)C2COCC=C12 (stereo not given)	-1.5	2	0	98	-5	0.3	1	4	5	8
COc1ccc(CCC(=O)NNC(=O)c2cccs2)cc1	-2.5	4	1	102	-3	-0.1	0	-1	1	x
O=C(CC1N=C2c3ccccc3N=C(SCc3ccc(F)cc3)N2C1=O)NCc1ccco1 (stereo not given)	-1.7	1	9	97	-3	-0.1	4	2	-1	2
CC(C)Cc1ccc(C(C)/C=C2/CCC(CN3CCCCC3)C2=O)cc1 (stereo not given)	-3.5	17	48	89	-3	-0.3	14	-18	2	7

Screening results: PubChem, several laboratories
